Bioassay records: PubChem BioAssay, Broad Institute
EWS-Fli inh: EWS/Fli transcriptional activity inhibition; A673 NR0B1-luciferase reporter, viability-normalised; inhibition, % at 12.6 µM; hit rate 0.67% among 350,000;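 active = mean inhibition of at least 50% after viability correction, with every replicate also passing that limit; inconclusive = mean reaches 50% but only one of two replicates passes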;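 also: firefly luciferase signal divided by Alamar Blue viability fluorescence both relative to DMSO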
FN deposit inh: fibronectin deposition inhibition; AH1F fibroblasts, Alexa488-fibronectin deposition fluorescence, overnight; AID 743247; inhibition, % at 12.6 µM; hit rate 0.086% among 350,000;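 active = mean inhibition across replicates of 30% or more, regardless of how many single replicates reach that level; inconclusive = mean under 30% yet at least half of replicates reach 30%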;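 also: positive control wells lacked labelled fibronectin entirely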
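Schedule: 1 h cell adhesion before compound, then overnight fibronectin incubation; test system: AH1F fibroblast monolayer depositing Alexa488-labelled fibronectin into matrix; quantity: 10000 AH1F cells per well; probe or stimulus: fluorescent fibronectin at 24 nM final; signal: fluorescence, ex 485 nm, em 525 nm; evaluation: percent inhibition as loss of matrix-bound fibronectin fluorescence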
DENV2 CPE rescue: inhibitors of DENV2 cytopathic effect; CPE inhibition, % at 9.99 µM; hit rate 1.7% among 350,000; AID 651640; DENV2-infected cells, cytopathic effect rescue, plate reader; in the data active = CPE inhibition above about 20%, passing the limit was not always enough; inconclusive = no clear call, values can overlap the other calls; tested in BHK-21 cells;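 also: 0% = median of neutral control wells and 100% = median of positive control wells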
PAX8 inh HTS: inhibitors of PAX8 transcriptional activity in RMG-I cells. RMG-I TPO-luciferase reporter, SteadyGlo, 24 h. inhibition, % at 12.6 µM. hit rate 1.2% among 360,000;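 active = mean replicate inhibition at least 60% with every replicate also reaching 60%; inconclusive = only one of the two criteria is met; inactive = mean below 60% and not all replicates reaching 60%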;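 also: luciferase light reporting Pax8 driven TPO promoter activity; plate controls were median of neutral control wells for no effect and mitoxantrone controls for full effect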
CFTR F508del cor: correctors of CFTR F508del function in bronchial epithelial cells; CFBE cells, YFP halide quenching; stimulated with forskolin plus potentiator P3; % fluorescence drop versus neutral controls; activity (quench increase), % at 7.58 µM; hit rate 0.36% among 350,000;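 active = mean added fluorescence quench of at least 8% versus neutral control, with both replicates also reaching 8%; inconclusive = only one of the mean or replicate conditions met; inactive = mean below 8% and not both replicates reaching 8%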;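 also: cells transiently co-express mutant CFTR-F508del with the halide-sensitive YFP; corrector assay measuring rescue of mutant channel to the surface after 24 h compound exposure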
miR-122 sensor: miR-122 inhibition in Huh7 cells; Huh7 miR-122 Renilla luciferase sensor, 48 h; neutral wells = 0, positive control = 100; AID 602342; activation (reporter increase), % at 12.5 µM; hit rate 0.3% among 340,000;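 active = mean replicate activation score at least 90 and every replicate individually at or above 90; inconclusive = only one of the two criteria met; inactive = neither criterion met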;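 also: higher luciferase means less miR-122 activity so hits act as miR-122 inhibitors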
GSIS activator: primary screen for activators of insulin secretion dependent on glucose, INS-1E cells, GLuc reporter luminescence; INS-1E GLuc reporter insulin secretion, 2-3 h; activation, % at 16.6 µM; hit rate 0.61% among 370,000; AID 743287;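 active = lowest replicate activation of at least 40%, so every replicate reaches that level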;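 also: 0% = median of neutral control wells and 100% = median of IBMX positive control wells; some compounds called inactive have numbers as strong as hits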
* = called active by the depositor; ? = inconclusive; . = not tested or not shown; & = joins results of further samples; [ ] = another dose, or the depositor's remark.

SMILES	EWS-Fli inh	FN deposit inh	DENV2 CPE rescue	PAX8 inh HTS	CFTR F508del cor	miR-122 sensor	GSIS activator
O=C(NCc1ccccc1)C(c1ccccc1)N(C(=O)c1csnn1)C1CCCC1 (stereo not drawn)	-1	4	-6	22	-0.2	.	-4
C[C@@H]1CN([C@H](C)CO)S(=O)(=O)c2ccc(C3=CCCCC3)cc2O[C@@H]1CN(C)Cc1cccc(C(=O)O)c1	-8	-3	12	4	2.3	45[16.7 µM]	17
Cc1ccc(SCC(=O)N=C2NC(=O)CS2)cc1	3	-1	7	6	0.7	-22	-11
COC(=O)NCN1C(=O)C2C3C=CC(C3)C2C1=O (stereo not drawn)	-4	-1	1	-14	1.6	.	4
COc1cccc(-c2nc(C(=O)NCCCN3CCOCC3)cc3c2[nH]c2ccccc23)c1	-3	.	?	.	-1.2	-2	11
CCOC(=O)N1CCN(C(=O)CNC(=O)c2ccccc2F)CC1	-35	1	-10	.	-6.4	-2	-5
C[C@@H]1CCCCO[C@@H](CN(C)C(=O)c2ccccc2)[C@@H](C)CN([C@@H](C)CO)C(=O)c2cc(NS(C)(=O)=O)ccc2O1	2	.	-2	-6	1.3	12[16.7 µM]	15
CCCn1c(C)cc(C(=O)COC(=O)CN=C2NS(=O)(=O)c3ccccc32)c1C	.	-3	.	14	.	-3	-8
CCC1CCCCN1CCCNC(=O)c1cn(C)c2ccc(S(=O)(=O)N(C)C3CCCCC3)cc2c1=O (stereo not drawn)	15	1	11	16	-1.6	3	-6
COc1ccc(-c2ccc(S(=O)(=O)N3CCCC3)cc2)cc1	-2	-10	.	3	-4.1	5	0
O=[N+]([O-])c1nn(-c2ccc3c(c2)OCCO3)n(O)c1=NC1CCCCC1	.	-5	.	-113	.	-7	.
COCC(=O)N(C)C[C@@H]1Oc2cc(-c3ccncc3)ccc2S(=O)(=O)N([C@H](C)CO)C[C@@H]1C	-3	-6	-3	.	-0.7	3[16.7 µM]	9
Cc1ccc(S(=O)(=O)Nc2ccc3c(c2)C(=O)N([C@@H](C)CO)C[C@@H](C)[C@@H](CN(C)S(=O)(=O)c2ccccc2)OCCCC[C@H](C)O3)cc1	12&-3	1&-3	-2&0	3&-1	-1.2&-4.0	-4	-37&14
Cc1ccccc1-n1ncc2c1CC(C)(C)CC2NC(=O)CCCN1CCCC1=O (stereo not drawn)	.	.	0	4	-1.0	-2	8
Cc1ccc(NC(=S)NC(NC(=O)Cc2cccc3ccccc23)C(Cl)(Cl)Cl)cc1 (stereo not drawn)	6	.	0	.	0.3	-1	3
COc1ccc(C2=NOC(C(=O)NCc3ccccn3)C2)cc1 (stereo not drawn)	.	3	.	-1	.	-5	.
CC(C)Cn1cnc2c(SCc3ccccn3)nc(N)nc21	-3	4	0	-5	0.2	.	31
O=C(c1ccc(-c2ccccc2)cc1)N1CCC2CC1c1cc(-c3ccc4c(c3)OCO4)ccc12 (stereo not drawn)	2	.	?	3	-2.2	12	15
O=C(O)/C=C/C(=O)Nc1cccc(C(F)(F)F)c1	2	11	?	6	-2.2	.	8
Cc1ccccc1OCC(=O)N/N=C/C=C/c1ccccc1	.	2	.	8	.	.	13
CCOC(=O)CC(NC(=O)CCc1c(C)nc2nc(C)nn2c1C)c1ccc(OC(C)C)cc1 (stereo not drawn)	2	-4	-4	19	.	0	5
Cc1ccc(NC(=O)C(C)NC(=O)OCc2ccccc2)cc1C (stereo not drawn)	-5	-2	-3	5	-1.1	.	-4
CC1CCN(C(=O)CSc2n[nH]c(-c3cccs3)n2)CC1	-9	-3	0	.	-0.9	2	.
O=C1C(=C(I)I)c2ccccc2-c2ccccc21	58*	55*	6	128*	-3.6	.	-46
COc1cccc(-c2cc(C(=O)NCCCn3ccnc3)c3ccccc3n2)c1	.	0	.	13	.	.	15
CC(C)(C(=O)N1CCC1(C)C(=O)Nc1ccccc1Br)c1ccccc1 (stereo not drawn)	21	9	25*	-6	0.7	11	-13
C[C@@H]1CCCCO[C@H](CN(C)C(=O)Cc2ccccc2)[C@H](C)CN([C@@H](C)CO)C(=O)c2cc(NC(=O)Nc3cccc4ccccc34)ccc2O1	7	.	-8	54	1.1	-7[16.7 µM]	8
CCOCCCNS(=O)(=O)c1ccc(NC(=O)C2CC(=O)N(c3ccc(C)cc3)C2)cc1 (stereo not drawn)	0	-4	0	18	-2.6	2	-5
CCOC(=O)C1C(=O)OC(C)(C)C1C(CC)C(=O)c1c(C)cc(C)cc1C (stereo not drawn)	15	-1	-1	-13	0.2	-6	-9
CC(C)N(C[C@H]1N[C@H](CO)[C@H]1c1ccccc1)S(=O)(=O)c1ccccc1	0	-13	2	7	0.0	17[16.7 µM]	-2
C[C@@H]1CN([C@@H](C)CO)C(=O)c2cc(NS(=O)(=O)c3ccc(Cl)cc3)ccc2O[C@@H](C)CCCCO[C@H]1CN(C)S(=O)(=O)c1ccc(Cl)cc1	1	4	-17	-4	2.3	-3[16.7 µM]	4
COC(=O)c1cccnc1Oc1ccccc1	10	-5	0	-13	-0.8	-2	.
C[C@H](CO)N1C[C@H](C)[C@H](CN(C)Cc2ccccc2)OCCCC[C@H](C)Oc2ccc(NC(=O)Nc3ccccc3)cc2C1=O	-1	5	-21	-5	0.3	8[16.7 µM]	4
CCOC(=O)CNc1cccc(C(F)(F)F)c1	3	-11	?	5	-0.3	.	-8
C=CCn1c(N2CCCC2)nc2c1c(=O)[nH]c(=O)n2C	16	.	14	.	-0.6	-7	8
O=C(C[C@@H]1CC[C@@H](NC(=O)c2cccc(F)c2)[C@@H](CO)O1)Nc1nccs1	-2	-22	6	1	-1.8	.	15
CNC(=S)N(Cc1ccc(OC)cc1)Cc1cc2cccc(C)c2[nH]c1=O	13	5	-5	6	-1.1	.	-1
Cc1ccc(NC(=S)N/N=C/c2cccn2Cc2ccccc2F)cc1	3	-3	-9	5	-1.6	13	.
CCN1CCCc2cc(CN(CCN3CCOCC3)C(=S)Nc3ccc(OC)c(OC)c3)ccc21	4	1	-7	-2	1.5	.	-14
O=C(NCCc1ccc(F)cc1)c1n[nH]c2ccccc12	-135	-6	-11	-99	0.7	.	.
Cc1cccc(C)c1OCC(=O)N/N=C/c1cccnc1	-11	3	-1	8	0.3	3	-4
Cc1ccc(S(=O)(=O)N(CC2CO2)c2ccccc2[N+](=O)[O-])cc1 (stereo not drawn)	-9	-1	8	7	5.1	-1	-3
CSCCC(NS(=O)(=O)c1ccc(C)cc1C)C(=O)Nc1cccnc1 (stereo not drawn)	1	.	7	-63	1.3	8	.
Cc1ccc2c(c1)COc1c3ccc(C(=O)NCCO)cc3nn1-2	-170	1	-4	-153	-3.2	-1	5
O=C(C[C@@H]1C[C@H]2c3cc(NC(=O)c4cccnc4)ccc3O[C@H]2[C@H](CO)O1)NCc1cccc(F)c1	4	-7	2	-17	-0.5	-4[16.7 µM]	-11
COc1ccc(C(C)=O)cc1Cn1c(C)c(C(=O)NCc2ccc(C(F)(F)F)cc2)sc1=O	5	0	9	7	-6.0	.	-19
Cc1ccccc1-c1cnn(-c2cccc([N+](=O)[O-])c2)c1N	-30	.	3	-35	-1.1	-1	-5
NC(=O)C1CCN(CC(=O)N2N=CCC2c2ccccc2)CC1 (stereo not drawn)	-5	-2	0	-13	2.8	-3	0
COc1ccc(CNC(=S)NNC(=O)c2cc3ccccc3o2)cc1	-3	2	0	-3	-2.1	20	-8
CCc1cc2cc(C)ccc2nc1SCC(=O)Nc1cc(C)on1	.	23	.	-3	.	-9	.
Nc1ccc2nc(C3CCCCC3)[nH]c2c1	-3	1	7	3	1.1	2	4
Cc1[nH]c(C)c(S(=O)(=O)N(Cc2ccccc2)C(C)C)c1C(=O)N1CCCC1	.	-4	15	15	-1.0	4	11
O=C(Nc1cc(F)ccc1F)N[C@H]1CC[C@H](CCn2cc(C3CCCC3)nn2)O[C@H]1CO	.	-3	10	13	1.0	.	-15
C/C=C(/C)C(=O)Nc1cccc(C2=NOC3(C2)C[C@@H](C(N)=O)N(C(=O)C2(C)CC2)C3)c1 (stereo partly drawn)	-2	6	.	-6	2.9	-1	28
O=C(O)COc1ccccc1/C=N/NC(=O)CN1CCN(Cc2ccccc2Cl)CC1	-3	6	-1	2	-3.0	9	-2
CC(C)NC(=O)N(C)C[C@H]1Oc2c(NC(=O)C3CCOCC3)cccc2C(=O)N([C@H](C)CO)C[C@@H]1C	-4	.	-6	13	-2.3	6[16.7 µM]	0
CCCNC(=O)N1[C@@H](CO)[C@@H](c2ccccc2)C12CN(C(=O)C1CCCCC1)C2	3	-23	-1	2	-0.1	.	-2
Cc1ccc(C(C(=O)NC(C)(C)C)N(Cc2ccccc2)C(=O)c2snc(C(N)=O)c2N)o1 (stereo not drawn)	10	.	2	11	0.5	.	-14
C[C@@H]1CN([C@H](C)CO)C(=O)c2cc(NC(=O)Nc3ccc(F)cc3)ccc2O[C@H]1CN(C)C(=O)NC1CCCCC1	-3	.	-4	-1	0.0	-2[16.7 µM]	3
S=C(Nc1ccc(Cl)cc1)Nc1cccc2cnccc12	-7	-8	17	-25	.	.	-16

Next records
SMILES	EWS-Fli inh	FN deposit inh	DENV2 CPE rescue	PAX8 inh HTS	CFTR F508del cor	miR-122 sensor	GSIS activator
Fc1ccc(-c2nc3c(-c4ccc(Cl)cc4)cnn3cc2CCN2CCOCC2)cc1	9	2	0	42	2.8	.	8
CC(OC(=O)c1ccccc1)C(=O)NCc1ccco1 (stereo not drawn)	8	10	-4	-7	2.7	.	15
Cc1ccc(CNC(=O)CNC(=S)N(Cc2ccccc2)Cc2cccnc2)cc1	7	.	-1	9	2.2	4	-33
CCc1noc(C)c1C(=O)Nc1ccc(C#N)cc1	-3	-2	-1	-4	0.7	-1	5
COc1ccc(Cl)cc1NC(=O)COC(=O)CNC(=O)c1ccc([N+](=O)[O-])c(C)c1	.	3	.	-5	.	-3	0
C=CCN1C(=O)c2ccc(C(=O)N3CCN(c4ccccc4OC)CC3)cc2C1=O	3	4	-7	0	0.0	.	13
COCCCNC(=O)CCc1c(C)nc2c(-c3ccc(F)cc3)c(C)nn2c1C	4	-3	1	-211	1.2	.	10
CNC(C)C#Cc1ccc2sc3cccc(OC)c3c(=O)c2c1 (stereo not drawn)	-40	7	1	-15	0.9	.	12
COC(=O)CCCCCCC(=O)Nc1ccc(C2OC(CSc3nc(-c4ccccc4)c(-c4ccccc4)o3)CC(c3ccc([N+](=O)[O-])cc3)O2)cc1 (stereo not drawn)	-12	.	-6	5	2.1	.	.
O=C(O)c1ccccc1NC(c1ccccc1)c1ccc(Cl)cc1 (stereo not drawn)	-2	-3	6	15	0.8	.	-13
C[C@@H]1CN([C@H](C)CO)S(=O)(=O)c2ccc(C#Cc3ccccn3)cc2O[C@H]1CN(C)Cc1ccc(F)cc1	31	.	7	1	-0.5	3[16.7 µM]	-1

Some of the entries so far, field by field:
> C=CCN1C(=O)c2ccc(C(=O)N3CCN(c4ccccc4OC)CC3)cc2C1=O
  EWS-Fli inh: 3
  FN deposit inh: 4
  DENV2 CPE rescue: -7
  PAX8 inh HTS: 0
  CFTR F508del cor: 0.0
  miR-122 sensor: .
  GSIS activator: 13
> COCCCNC(=O)CCc1c(C)nc2c(-c3ccc(F)cc3)c(C)nn2c1C
  EWS-Fli inh: 4
  FN deposit inh: -3
  DENV2 CPE rescue: 1
  PAX8 inh HTS: -211
  CFTR F508del cor: 1.2
  miR-122 sensor: .
  GSIS activator: 10
